# High-throughput results: PubChem BioAssay, Sanford-Burnham Center for Chemical Genomics
# EBI2 antag: EBI2 receptor antagonists, beta-arrestin recruitment, primary screen, cell-based, luminescence, 7a,25-OHC stimulation, uHTS; inhibition, % at 5 µM; hit rate 0.81% among 360,000; 7a,25-OHC stimulated; G-protein coupled receptor 183 (Homo sapiens), P32249; AID 651636, 2012; in the data active = inhibition above about 38%;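 also: enzyme fragment complementation signal reports receptor beta-arrestin coupling in cells; 0% = agonist plus DMSO wells and 100% = wells without agonist; some results beyond the cut were filed as inactive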
# Target sequence (P32249 whole entry, looked up, the tested form may be a part): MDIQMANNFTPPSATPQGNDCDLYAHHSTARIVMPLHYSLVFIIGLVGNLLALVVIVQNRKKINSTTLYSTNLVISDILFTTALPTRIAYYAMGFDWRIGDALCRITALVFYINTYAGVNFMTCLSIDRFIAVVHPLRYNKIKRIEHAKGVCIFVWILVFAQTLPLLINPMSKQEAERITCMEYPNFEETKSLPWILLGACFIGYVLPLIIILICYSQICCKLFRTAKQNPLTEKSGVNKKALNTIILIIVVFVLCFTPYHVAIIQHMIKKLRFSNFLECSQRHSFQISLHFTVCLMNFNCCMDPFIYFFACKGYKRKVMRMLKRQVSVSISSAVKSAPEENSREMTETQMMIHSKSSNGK
# Starred values were filed as active, the others as inactive.
SMILES,EBI2 antag
O=[N+]([O-])c1cccc(/C=C2\CCc3cnn(C4CCS(=O)(=O)C4)c32)c1 (stereo unspecified),12
CC(C)CC1C(=O)N(Cc2cn(Cc3ccco3)nn2)CCS(=O)(=O)N1Cc1ccc(-c2cccc(N(C)C)c2)cc1 (stereo unspecified),23
COCCCNC1=C(C#N)C(=O)NC(c2cccs2)S1 (stereo unspecified),-19
CC(C)Oc1ccc(F)cc1-c1cc(C(=O)N2CCc3ccccc3C2)[nH]n1,3
CC(C)(C)NC(=O)C(c1ccncc1)n1c(=O)c(-c2ccco2)nc2ccccc21 (stereo unspecified),4
CC1(C(=O)Nc2ccccc2)CCN1C(=O)Cc1ccc(-c2ccccc2)cc1 (stereo unspecified),12
COc1cccc(C(O)c2ncc(-c3ccccc3Cl)[nH]2)c1 (stereo unspecified),-9
CC(O)(c1ccc(F)c(F)c1)c1nc(-c2cccc(C(F)(F)F)c2)cs1 (stereo unspecified),10
Cc1ccc(C)c(CC(=O)N2CCCC(c3cc(C(=O)NCc4cccnc4)no3)C2)c1 (stereo unspecified),-1
COCCN1C(=O)CCC1(C)c1nnnn1-c1c(C)cccc1C (stereo unspecified),-5
CCN(CC)CCCNC(=O)CNC(=O)c1nn(-c2ccc(OC)cc2OC)c(=O)c2ccccc12,5
CCCCCNC(=O)C(c1ccc(-c2ccccc2)cc1)n1c(=O)c(-c2ccccc2)nc2ccccc21 (stereo unspecified),22
CCCC(=O)N1CCC1(C)C(=O)Nc1cc(C)ccc1C (stereo unspecified),-8
CCOC(=O)c1ccn(S(=O)(=O)c2ccc(C)cc2)c1-c1ccccc1,3
COc1ccc(CN2C(=O)CCC2(C)c2nnnn2-c2ccc3c(c2)OCCO3)cc1 (stereo unspecified),-3
CC1(C(=O)NS(=O)(=O)c2cccc(OC(F)F)c2)CCN1C(=O)c1cccc(F)c1 (stereo unspecified),0
c1ccc(N2[C@@H]3c4ccccc4C[C@H]2c2ccccc23)cc1,3
Nc1[nH]c(C(=O)c2ccccc2)c(-c2ccncc2)c1C(=O)NC1CC1,4
CC1(C(=O)Nc2ccc3c(c2)OCCO3)CCN1C(=O)C1(c2ccc(Cl)cc2)CC1 (stereo unspecified),12
Brc1ccc2nc(-c3ccco3)c(CC3CCCCC3)n2c1,2
COc1cccc(-c2cc3nc(NCc4ccccc4F)n(C)c(=O)c3s2)c1,1
COCOc1cccc(CN2CCC(C)(Oc3ccc(C(C)=O)cc3)C2)c1 (stereo unspecified),-4
c1ccc(N=Nc2ccc(C3=NCCO3)cc2)cc1,11
Nc1ccn([C@@H]2O[C@H](CNCc3cc(Br)ccc3OCc3ccccc3)[C@@H](O)[C@H]2O)c(=O)n1,-3
CCc1nc2ccc(C(=O)NCc3ccc4c(c3)OCO4)cn2c1N(C)Cc1cccs1,14
COc1ccc(N2CCN(C(=O)CCCCCn3c(=S)[nH]c4ccc(N5CCOCC5)cc4c3=O)CC2)cc1,9
COc1ccc(CNC(=O)O[C@H]2CN(C(=O)OC(C)C)N(C(=O)OC(C)C)[C@@H]3CN(S(=O)(=O)c4ccc(C)cc4)C[C@]23O)cc1OC,-1
COC(=O)C1(C(=O)OC)C[C@H](c2cccs2)N(Cc2ccccc2OC)[C@@H]1c1ccc(F)cc1,31
CC(C)=CCC[C@H](C)C[C@@H]1CC2=C(C(=O)OC(C)(C)O2)[C@@H](c2ccc(F)cc2)O1,8
O=[N+]([O-])c1ccc2c(c1)C(N1CCN(CCO)CC1)Cc1ccc(F)cc1S2 (stereo unspecified),-7
CC(=O)C1=CCC(c2cccc(Cl)c2)N(S(=O)(=O)c2ccc(C)cc2)C1 (stereo unspecified),4
C[C@@H](CO)NC(=O)[C@H]1O[C@@H](n2ccc(=O)[nH]c2=O)[C@H](O)[C@@H]1O,-9
O=C(c1cccc(Cl)c1)N1CCN(c2ccc3c(c2)C2CC3CCN2C(=O)OCc2ccccc2)CC1 (stereo unspecified),25
CCOC(=O)CC1C(=O)NCCN1C(=S)NC(=O)c1ccc(C)c(Br)c1 (stereo unspecified),-2
CCCCCCNC(=O)O[C@H]1Cn2c(=O)n(CCCCCC)c(=O)n2[C@@H]2CN(S(=O)(=O)c3ccc(C)cc3)C[C@]12O,15
CCN1CCN(c2sc(S(=O)(=O)CC)nc2S(=O)(=O)c2ccc(Cl)cc2)CC1,0
CCCCn1c(SCCN2CCCCC2)nc2c1c(=O)n(C)c(=O)n2C,-2
CC(=O)NCCNC(=O)Cn1nnc(-c2ccccc2)c1COc1ccc2ccccc2c1,-1
COc1cccc(CNC(=O)[C@@H]2CCCN2C(=O)[C@H]2CCCCN2)c1,-2
Cc1cc(C)cc(OCC(=O)NNC(=O)CC(C)c2ccccc2)c1 (stereo unspecified),-4
Cc1nc(C(F)(F)F)ccc1C(=O)N1CCC1(C)C(=O)Nc1ccc2c(c1)OCO2 (stereo unspecified),4
CN1C(=O)N(CC(=O)Nc2ccc3c(c2)OCO3)C(=O)C12CCCCC2,-6
O=C(CCc1ccc(O)cc1)NN=Cc1ccc2c(c1)OCO2,-2
CN(C)CCN1CCN(C2CN(Cc3cn(Cc4ccc(F)cc4)nn3)S(=O)(=O)C2)CC1 (stereo unspecified),-10
O=C1Cn2nnc(-c3ccccc3)c2C2c3ccccc3CCN12 (stereo unspecified),-3

# Taken from the entries so far for reference:
SMILES,EBI2 antag
CN1C(=O)N(CC(=O)Nc2ccc3c(c2)OCO3)C(=O)C12CCCCC2,-6
O=C(CCc1ccc(O)cc1)NN=Cc1ccc2c(c1)OCO2,-2
CN(C)CCN1CCN(C2CN(Cc3cn(Cc4ccc(F)cc4)nn3)S(=O)(=O)C2)CC1 (stereo unspecified),-10
O=C1Cn2nnc(-c3ccccc3)c2C2c3ccccc3CCN12 (stereo unspecified),-3

# (list continues)
SMILES,EBI2 antag
Cc1nc(N2CCCCC2)[nH]c(=O)c1CN(C)N=O,3
CCOC(=O)C1CCCN(C(=O)c2cc(-c3ccccc3)cs2)CC1 (stereo unspecified),14
COc1ccc(Cl)cc1C(=O)NNC(=O)CCNC(=O)c1ccccc1,-1
CS(=O)(=O)Nc1ccc(F)cc1,0
CC(C)c1cccc(-c2csc(C(O)c3ccc(F)cc3)n2)c1 (stereo unspecified),-10
Cc1cn([C@H]2C[C@H](O)[C@@H](CNCc3cccn3-c3ccncc3)O2)c(=O)[nH]c1=O,-7
CC(=O)N1CCC(C(=O)N2c3ccccc3N=C(c3ccc4c(c3)OCO4)C2C(=O)NCc2ccccc2)CC1 (stereo unspecified),-7
O=C(NCc1cccnc1)c1cc(C2CCCN(C(=O)C3CCCCC3)C2)on1 (stereo unspecified),-9
O=C(c1ccccc1)C1CC1c1ccccc1 (stereo unspecified),5
CCOC(=O)C1=CCC(c2ccccc2Cl)N(S(=O)(=O)c2ccc(C)cc2)C1 (stereo unspecified),7
CN(CCc1ccccc1)C(c1ccnc2ccccc12)c1nnnn1-c1ccc2c(c1)OCCO2 (stereo unspecified),33
Cc1ccc(Cn2cc(CN3CC(N4CCN(CCO)CC4)CS3(=O)=O)nn2)cc1 (stereo unspecified),-12
COC(=O)[C@]12CCCCC=C1N(Cc1cccc3ccccc13)C(=O)[C@H](CC(=O)N1CCOCC1)C2,-1
COc1ccc(-c2ccc(CN3C(C)C(=O)N(Cc4cn(CC5CCCCC5)nn4)CCS3(=O)=O)cc2)cc1 (stereo unspecified),35
CCOC(=O)[C@]12CCC=C1N(Cc1ccc(Cl)cc1Cl)C(=O)[C@H](CC(=O)N1CCCCC1)C2,1
CC(=O)N1c2ccccc2Sc2ccc3ccccc3c21,1
O=C(Nc1nnc([C@@H]2C[C@H](O)[C@@H](CO)O2)s1)c1cccc2ccccc12,1
Cc1nc(C)c(C(=O)OCC(=O)Nc2ccc(C)c(C)c2)s1,-10
Cc1cc(C)cc(CC(=O)N2CCC2(C)C(=O)NS(=O)(=O)c2ccc(Cl)s2)c1 (stereo unspecified),-9
Cc1ccc(CN2CC(N3CCC(Cc4ccccc4)CC3)CS2(=O)=O)cc1 (stereo unspecified),15
COc1ccc(-c2nc3ccc(Cl)cn3c2Cc2ccc(C)cc2)cc1OC,-6
COCCNC(=O)C(=O)NCC1CCCN1S(=O)(=O)c1cccs1 (stereo unspecified),-2
CC(C)CN1CCN(C(=O)COC(=O)c2ccc(S(C)(=O)=O)c([N+](=O)[O-])c2)CC1,12
COCCCN1C(=O)C(CC(=O)NCc2ccco2)CC(C(=O)N(C)C)=C1C (stereo unspecified),-10
CCOC(=O)C1=C[C@@H](CC)N(S(=O)(=O)c2ccccc2)[C@H]1c1ccccc1,-7
CC1NC(=O)COC1c1ccccc1 (stereo unspecified),-3
OC[C@H]1O[C@@H](c2nc3ccc(-c4nc(-c5ccc(Br)cc5)no4)cc3[nH]2)C[C@@H]1O,14
C#Cc1ccc(NC(=O)C2(C)CCN2C(=O)CC(c2ccccc2)c2ccccc2)cc1 (stereo unspecified),3
Cc1ccc(NC(=O)CN(C2=NC3CS(=O)(=O)CC3S2)c2ccccc2)cc1 (stereo unspecified),9
C[C@@H]1CCCCO[C@@H](CN(C)Cc2ccc3c(c2)OCO3)[C@@H](C)CN([C@H](C)CO)C(=O)c2cc(NS(=O)(=O)c3ccccc3)ccc2O1,6
CC1=C(C(=O)N(C(C)C)C(C)C)CC(CC(=O)NCc2cccc3ccccc23)C(=O)N1CCC1=CCCCC1 (stereo unspecified),38
CCC(=O)N1CCC1(C)C(=O)Nc1ncc(C)s1 (stereo unspecified),-4
CC(=O)Nc1cccc(-c2ccnc3c2CC(C)(C(=O)NCc2ccc(N(C)C)cc2)O3)c1 (stereo unspecified),17
CCc1nc2c(OCC(=O)c3ccc(F)cc3)cccn2c1N(C)C(=O)c1cccs1,-6
CCCNC(=O)OC1CC2CC1[C@H]1CCCCN1C2=O (stereo partly specified),-3
OC(c1ccc2c(c1)OCO2)c1ncc(-c2ccccc2)[nH]1 (stereo unspecified),-2
OC[C@@H]1CN(Cc2ccco2)C[C@H](n2cnc3c(NC4CC4)ncnc32)O1,1
N#Cc1ccc(-c2cccc3nccn23)cc1,-3
CSc1ncnc2c1ncn2CCCN1CCN(c2ccccn2)CC1,-3
COc1cc2c(cc1N)-c1ccc(N)cc1C2=O,-9
CCN(CC)C(=O)C1=C(C)N(Cc2ccc(OC)cc2)C(=O)C(CC(=O)NC2CCCC2)C1 (stereo unspecified),-3
CCCCCCCC1=NN(c2ccc(S(=O)(=O)O)cc2)C(=O)C1N=O (stereo unspecified),-2
CC(C)C[C@H]1CNC(=S)N1C[C@H]1CCCN1C[C@H](Cc1ccc(O)cc1)N1C[C@H](CC(C)C)N(CC2CCCCCC2)C1=S,28
O=C(Nc1ccc2c(c1)OCO2)c1cc(C2CCCCN2C(=O)c2ccc3ccccc3c2)on1 (stereo unspecified),-3
Cn1c(CCN2CCCC2)nc2cc(NS(=O)(=O)c3ccc(F)cc3)ccc21,0

# Structural class: those above containing two or more sulfur atoms
SMILES,EBI2 antag
COCCCNC1=C(C#N)C(=O)NC(c2cccs2)S1 (stereo unspecified),-19
CCN1CCN(c2sc(S(=O)(=O)CC)nc2S(=O)(=O)c2ccc(Cl)cc2)CC1,0
Cc1cc(C)cc(CC(=O)N2CCC2(C)C(=O)NS(=O)(=O)c2ccc(Cl)s2)c1 (stereo unspecified),-9
COCCNC(=O)C(=O)NCC1CCCN1S(=O)(=O)c1cccs1 (stereo unspecified),-2
Cc1ccc(NC(=O)CN(C2=NC3CS(=O)(=O)CC3S2)c2ccccc2)cc1 (stereo unspecified),9
CC(C)C[C@H]1CNC(=S)N1C[C@H]1CCCN1C[C@H](Cc1ccc(O)cc1)N1C[C@H](CC(C)C)N(CC2CCCCCC2)C1=S,28

# The results go on.
SMILES,EBI2 antag
CC(=O)Nc1cccc(-c2ccnc3c2CC(C)(C(=O)Nc2cccc(Oc4ccccc4)c2)O3)c1 (stereo unspecified),1
O=S1(=O)CC(N2CCN(CC3CC3)CC2)CN1Cc1cn(Cc2ccccc2C(F)(F)F)nn1 (stereo unspecified),-2
CC(C)Oc1ccc(CN2CCC2(C)C(=O)Nc2cnc3ccccc3c2)cc1 (stereo unspecified),23
COc1ccc(-c2csc(C(C)(NC(C)=O)c3ccccc3)n2)cn1 (stereo unspecified),1
COC(=O)C1=C/CCCN(C(c2ccccc2)c2ccccc2)/C=C\1C(=O)OC,19
CCCc1ccc(C(O)c2ncc(-c3ccc(OC)cc3)[nH]2)cc1 (stereo unspecified),0
COc1cccc(-c2cc(NC=O)c3ncc(-c4ccc(F)c(Cl)c4)n3c2)c1,18
Cc1ccccc1-c1cnc(C(O)c2ccccc2)[nH]1 (stereo unspecified),-10
O=C(NC1CCCCC1)C(c1ccc(C(F)(F)F)cc1)n1c(=O)c(-c2ccco2)nc2ccccc21 (stereo unspecified),6
CC1(C(=O)NCc2cccs2)CCN1C(=O)Cc1ccc(Cl)cc1Cl (stereo unspecified),-6
Cc1cc(NC(=O)c2csc([C@@H]3O[C@H](CO)[C@H](O)[C@H](O)[C@H]3O)n2)n(C)n1,2
O=CNc1cc(-c2ccccc2)cn2c(-c3ccc(F)c(Cl)c3)cnc12,10
CN(C)c1ncnc2c1ncn2[C@H]1CN(Cc2cccs2)C[C@@H](CO)O1,0
O=C(NCc1cccnc1)c1cc(C2CCCN(C(=O)c3cccs3)C2)on1 (stereo unspecified),-5
CCOc1cc(CN2CCC(N3CCC(C(=O)NC4CC4)CC3)CC2)ccc1O,-4
CCCCCNC(=O)c1ccc(NC(=O)CC2SC(N3CCCC3)=NC2=O)cc1 (stereo unspecified),-6
CN(Cc1ccccc1)C(=O)c1ccc2sc([C@H]3C[C@H](O)[C@@H](CO)O3)nc2c1,1

# A portion of the library, so the mix of outcomes need not match the whole.
